CCT modulator: High-Throughput Screening for Modulators of Cytosolic Chaperonin Activity; purified chaperonin ATPase assay, HTRF ADP detection, 30 min; activity change, % (concentration not given with the values), hits read low; 360,000 tested, 0.3% active; AID 651819, 2012; in the data active = activity change below about -30%; also: % is scaled to controls: 0 for no effect and ±100 for the full control effect
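TRiC at 40 or 20 nM final (batch-dependent) in 30 mM Tris pH 7.4, 100 mM KCl, 5 mM MgCl2, 1 mM DTT, with compound at single 76 uM and 10 uM ATP, 30 min at 37 deg C. ADP detected by HTRF Transcreener, 665/615 ratio.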
Mm-Cpn inhibitor: Inhibitors of TCP-1 ring complex (TRiC) of Methanococcus maripaludis (MmCpn): qHTS. Potency, µM (doses to about 76.9 µM), without a hit: top-dose activity, negative = inhibition, hits mostly inhibitors. purified Mm-Cpn ATPase, ADP Transcreener TR-FRET. Chaperonin Mm-Cpn (Methanococcus maripaludis). AID 504842, 2011. 330,000 tested, 0.031% active; also: potency is read from the fitted curve at half-maximal effect; % is scaled to controls: 0 for no effect and ±100 for the full control effect; nearly all actives have a fitted effect of over 80% in size
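Eu-cryptate anti-ADP/ADP-d2 competition gives a ratio inversely related to ADP. Enzyme at 25 nM was pre-exposed to compound for 10 min, then given 10 uM ATP for 30 min, 37°C throughout.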
Nrf2 ARE act: qHTS of Nrf2 Activators; AREc32 ARE-luciferase reporter (MCF7-derived line), luminescence, 24 h; Potency, µM (titrated, usually from 46.1 µM), for the others: top-dose activation, actives largely listed as activators; 410,000 tested, 0.31% active; AID 624171, 2012; also: potency is read from the fitted curve at half-maximal effect; % of control where 0% means no effect; nearly all actives have a fitted effect of over 65% in size
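Each well held 1000 AREc32 cells, which were incubated with compound for 24 hr at 37 deg C after overnight attachment, and ARE reporter activity was quantified by firefly luciferase luminescence.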
Akt phos inh: HTS Assay for Inhibitors of Akt Phophorylation: Primary Screen; Neuro2A IGF-stimulated pAkt S473 HTRF, 20 min; hits give low values; activity change, % for hits at 50 µM; 360,000 tested, 0.32% active; in the data active = activity change below about -80%; inconclusive = mostly about -51% to -80%; also: % is scaled to controls: 0 for no effect and ±100 for the full control effect
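Single-point screen (50 µM final compound) in Neuro2A cells stimulated 20 min with 6 nM IGF at 37 deg C. After lysis, Ser473-phosphorylated Akt read by HTRF (ex 330 nm, em 615/665 nm) as the 665/615 ratio.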
Nrf2 block: Nrf2 qHTS screen for inhibitors; A549 ARE-Fluc reporter, luciferase luminescence, 18-24 h; Potency, µM (series often up to 46 µM), for inactives: at the highest dose activity change, negative = inhibition, most hits filed as inhibitors; 360,000 tested, 2.1% active; AID 504444, 2011; also: potency is read from the fitted curve at half-maximal effect; % is scaled to controls: 0 for no effect and ±100 for the full control effect; nearly all actives have a fitted effect of over 60% in size
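A549 ARE_Fluc cells, 5000/well, 5% FBS OPTI-MEM; compounds in dose-response, 18-24 h at 37 °C/5% CO2; CellTiter-Fluor viability read (Ex 405/Em 525), then BugLite luciferase luminescence = Nrf2 activity.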
TGFb SMAD3 inh: qHTS for Inhibitors of TGF-b; AID 588855, 2011; Potency, µM (series often up to 46.1 µM), for inactives: at the highest dose activity, negative = inhibition, hits mostly inhibitors; HepG2 CAGA-GFP TGF-b/SMAD3 reporter, GFP fluorescence, 18 h; TGF-beta stimulated, 500 pg/mL final; 410,000 tested, 1.2% active; also: potency is read from the fitted curve at half-maximal effect; % is scaled to controls: 0 for no effect and ±100 for the full control effect; nearly all actives have a fitted effect of over 65% in size
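First, reporter cells (HEPG2 CAGA-GFP) rested 2 h at 37 degrees C. Next, compounds were pinned in and TGF-beta added to 500 pg/mL final. After 18 h, GFP was imaged per cell and summed per well.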
A549 viability: Nrf2 qHTS screen for inhibitors: counterscreen for cytotoxicity | 390,000 tested, 0.16% active | Potency, µM (highest dose often 46 µM), without a hit: at the highest dose activity change, negative = cytotoxicity, most hits filed as inhibitors | AID 504648, 2011 | A549 ARE-Fluc cells, CellTiter-Fluor viability, 18-24 h; also: potency is read from the fitted curve at half-maximal effect; % is scaled to controls: 0 for no effect and ±100 for the full control effect
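A549 ARE_Fluc cells in 5% FBS OPTI-MEM were exposed to compounds in concentration-response for 18-24 h at 37 deg C. Viability was read by CellTiter-Fluor fluorescence (Ex 405/Em 525) after 30 min, before the luciferase read.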
HepG2 tox: qHTS for Inhibitors of TGF-b: Cytotox Counterscreen | HepG2 CAGA-GFP viability, ATP luminescence, 18 h | Potency, µM (doses to about 46.1 µM), without a hit: top-dose activity change, negative = cytotoxicity, usual class: cytotoxic | 410,000 tested, 0.76% active | AID 588856, 2011; also: potency is read from the fitted curve at half-maximal effect; some results filed as inactive show a strong effect at the top dose
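HepG2 CAGA-GFP cells (1000/well, DMEM with 1% FBS) received compound, then TGF-beta at 500 pg/mL final, and were incubated 18 hours at 37 degrees C. Viability was read by CellTiter-Glo luminescence. Media-only wells were set as complete cell-killing and DMSO as no toxicity.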
Abeta yeast res: qHTS for compounds that reverse cellular toxicity of Amyloid beta (A-beta) peptide in yeast: Primary Screen; yeast expressing A-beta42, growth rescue, OD600, 48 h; response scale: 0% DMSO, 100% iron-clioquinol control; Potency, µM (series often up to 46.1 µM), for inactives: at the top dose growth rescue, most hits filed as activators; 410,000 tested, 0.063% active; AID 1347071, 2019; also: potency is read from the fitted curve at half-maximal effect; nearly all actives have a fitted effect of over 55% in size
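Yeast growth medium received pinned compounds, then yeast cells expressing toxic A-beta were added; plates incubated at 30 C for 48 hr. Growth read as absorbance at 600 nm, normalized to DMSO and equimolar FeCl3 plus clioquinol controls.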
* marks the source's active call; other numbers are inactive results; i = inactive; ? = inconclusive; . = not tested or not shown; [ ] = another dose, or the depositor's remark. Unless noted, calls follow the shape of the dose curve; as a rule, active = well fitted curve in the direction sought with a large enough effect; inconclusive = small, poorly fitted or top-dose-only effect, or another doubt; inactive = no such curve, though single readings can be large; an effect the other way counts as inactive or inconclusive.

smiles | CCT modulator | Mm-Cpn inhibitor | Nrf2 ARE act | Akt phos inh | Nrf2 block | TGFb SMAD3 inh | A549 viability | HepG2 tox | Abeta yeast res
CC(C)c1ccc(NC(=O)c2cnc3sc(N4CCOCC4)nn3c2=O)cc1 | . | . | 0.5% | . | -8% | 0% | 5% | -20% | -11%
N#C/C(=C\c1cccc(Br)c1)C(=O)N1CCCCC1 | 1.3 | ? | ? | i | 0% | ? | -3% | -180% | -31%[inhibitor]
COc1cc(C2C3=C(CCCC3=O)Nc3[nH]n(-c4ccccc4)c(=O)c32)ccc1OC(C)=O (stereo not drawn) | 0.0 | -6% | -0.1% | i | 14% | -8% | -4% | -13% | -10%
CCCn1c(SCCN2CCOCC2)nc2c1c(=O)n(C)c(=O)n2C | 0.7 | 3% | 0.5% | i | 8% | 0% | -2% | 5% | 13%
O=CNc1cc(-c2ccc(C(=O)NC3CC3)cc2)cn2c(-c3ccc(F)c(Cl)c3)cnc12 | -0.1 | . | 8.9% | i | . | ? | . | -20% | -6%
C=CCn1cc(C(=O)NCCCOC)c(=O)c2cc(S(=O)(=O)N3CCC(C)CC3)ccc21 | 0.1 | . | 0.2% | i | ? | -1% | -7% | 6% | 0%
O=c1cc(CCc2ccccc2)[nH]c(=O)[nH]1 | -0.4 | . | 0.8% | i | . | 0% | . | 20% | -4%
CC1CCN(C(=O)COC(=O)CCCN2C(=O)c3cccc4cccc(c34)C2=O)CC1 | -94* | 3% | ? | i | 2% | 0% | 4% | -3% | -29%
O=C1CC(c2cccc(Cl)c2)Cc2nc(N3CCOCC3)ncc21 (stereo not drawn) | 0.9 | -1% | 1.5% | i | . | -12% | 12% | -1% | -34%
COc1cccc(C(=O)c2sc3nc(-c4ccccc4)cc(C(F)(F)F)c3c2N)c1 | . | . | 22% | . | 4% | 95%[activator] | 13% | -25% | 4%
CC(C)c1c(O)ccc2c1CC[C@H]1C(C)(C)CCC[C@]21C | -0.5 | . | -1.6% | i | ? | ? | -9% | -100% | -76%[inhibitor]
COc1cc2ccccc2cc1C(=O)Nc1ccc2oc(-c3ccc(Cl)cc3)nc2c1 | . | . | 12% | . | 10% | ? | -6% | -35% | -7%
COc1ccc(Nc2ncc(C(=O)N3CCN(c4cccc(Cl)c4)CC3)c3ccccc23)cc1 | . | . | -0.1% | . | ? | -6% | -2% | -27% | 10%
CC(C)c1ccc2c(c1)C1Cc3ccccc3C1N2 (stereo not drawn) | -0.9 | -3% | 11% | i | ? | ? | ? | -30% | 10%
Cc1ccc2c(CN3CCN(S(=O)(=O)c4ccccc4C(F)(F)F)CC3)cc(=O)oc2c1C | -1.4 | -28% | 2.0% | i | 5.2µM* | 0% | 2% | -1% | 6%
Cc1ccc(Cn2nc(C)c(/C=N/NC(=O)c3cccnc3)c2C)cc1 | 1.9 | -1% | 5.1% | i | ? | 9% | -6% | 6% | 1%
CC(C)OC(=O)CSc1nc2c(cc1C#N)CCCCC2 | 1.0 | -1% | 2.7% | i | 3% | -8% | 11% | -18% | -3%
Cc1ccc(NC(=O)Cn2c(=O)n(Cc3ccc4c(c3)OCO4)c(=O)c3ccc(C(=O)NC4CCCCC4)cc32)c(C)c1 | . | . | 0.5% | . | 6% | 14% | -1% | 3% | -4%
COc1ccc(S(=O)(=O)N(C)C[C@@H]2OCc3cn(nn3)CCCC(=O)N([C@@H](C)CO)C[C@H]2C)cc1 | 0.4 | . | -0.9% | i | . | 17% | . | -28% | -5%
O=C(Oc1cccc2cccnc12)c1ccc2c(c1)OCCO2 | 0.3 | 0% | 2.6% | i | 2% | ? | -2% | -33% | -43%[inhibitor]
O=C(N/N=C/c1ccc2cccc(OCc3ccccc3)c2n1)c1ccc(Br)cc1 | -1.8 | -2% | -0.2% | i | ? | -11% | -24% | -11% | 7%
COc1cc(Cl)c(C)cc1NC(=O)c1cnn(-c2ccc(C)cc2)c1-n1cccc1 | . | . | 0.4% | . | 12% | -22% | 7% | -11% | 8%
O=C(Nc1ccc(O)cc1)c1ccccc1OCc1ccccc1 | -0.4 | -2% | -0.6% | i | -5% | ? | -1% | -10% | 3%
Cc1ccc2[nH]c3c(Cl)ncnc3c2c1 | -2.3 | 1% | 8.7% | i | 1% | 27% | -1% | 21% | -42%[inhibitor]
Cc1ccc(NC2(C(N)=O)CCCC2)cc1 | -1.0 | . | 1.8% | i | -4% | 21% | -8% | 1% | -11%
COc1ccc(N2C(=O)CCC2(C#N)c2ccc(Br)cc2)cc1 (stereo not drawn) | -0.5 | 0% | -0.6% | i | 5% | -12% | . | -11% | 12%
O=C(CSc1nnc(-c2ccncc2)n1Cc1ccco1)Nc1cccc(O)c1 | 2.0 | 3% | 2.5% | i | -4% | 0% | 1% | -17% | -6%
O=C(Nn1cc(C(=O)Nc2ccccc2F)c2ccccc2c1=O)c1cnccn1 | -1.0 | 0% | -0.7% | i | ? | 1% | -12% | -39% | -1%
COc1ccc(/C=C/C(=O)N(C)C2(C)CCS(=O)(=O)C2)cc1 (stereo not drawn) | 1.4 | -5% | 0.1% | i | 1% | -9% | -4% | 7% | -11%
O=C(Cc1ccccc1)NCCSCc1ccccc1 | -0.1 | 2% | 3.7% | i | 12% | -2% | 3% | 2% | 16%
Cn1c(=O)c(=O)n(C)c2cc(S(=O)(=O)NCCOc3ccccc3)ccc21 | -2.5 | 1% | 0.3% | i | -7% | 13% | 7% | -7% | 5%
OCCOCCN1CCN(C(=S)Nc2ccccc2)CC1 | 0.9 | 4% | 0.2% | i | 10% | -2% | 21% | -3% | -5%
CCc1cc(=O)oc2c(C)c(OCC(=O)NCC3CCC(C(=O)O)CC3)ccc12 (stereo not drawn) | -0.1 | 0% | 1.5% | i | 12% | -14% | -2% | -14% | -5%
O=C(CSc1nc2[nH]c(=O)cc(O)c2s1)Nc1cc(Cl)cc(Cl)c1 | 1.2 | -3% | 1.6% | i | -14% | 0% | 2% | -8% | -11%
COc1ccccc1C1CC(=O)Oc2cc(O)ccc21 (stereo not drawn) | 0.0 | 0% | -0.4% | i | 11% | 0% | 0% | -31% | -4%
O=C(Cn1cnc2sc(-c3ccccc3)cc2c1=O)NCc1ccccc1 | -1.2 | -7% | 1.9% | i | . | 8% | -1% | -40% | -15%
CCOC(=O)C1CCN(C(=O)c2ccc(S(=O)(=O)Nc3ccccc3Cl)cc2)CC1 | 1.3 | 1% | -0.3% | i | ? | -9% | 0% | -4% | 19%
COc1ccc(CN2CC(C(=O)NCc3ccc4c(c3)OCO4)CC2=O)cc1 (stereo not drawn) | -2.4 | -2% | -0.2% | i | 14% | 1% | 1% | -17% | -3%
COc1ccc(OCC(=O)N2CCc3ccccc3C2)cc1 | -3.3 | -2% | 2.4% | i | 2% | -5% | -19% | -4% | -3%
COc1ccc(C(=O)N2CCN(C(=O)c3cc(OC)c(OC)c(OC)c3)CC2)cc1 | -1.5 | -1% | -1.5% | i | . | 1% | -2% | -2% | 7%
CC(NC(=O)COC(=O)c1ccccc1F)C1CC2CCC1C2 (stereo not drawn) | 0.6 | 1% | 0.3% | i | 9% | 11% | 0% | 8% | -15%
O=C(CN(c1ccc(F)cc1)S(=O)(=O)c1ccc2c(c1)OCCO2)Nc1ccccc1 | -0.1 | 2% | 0.4% | . | ? | 0% | -6% | -42% | 11%
O=C(Nc1ccccc1)c1ccc(CN2CCC(Cc3ccccc3)CC2)cc1 | 0.6 | . | -0.7% | i | -13% | 0% | 1% | 1% | 18%
COc1ccc(C(=O)Nn2cnc3scc(-c4cccs4)c3c2=O)c(O)c1 | 2.5 | 1% | -0.1% | i | ? | 6% | -4% | -21% | -3%
CC(C)NC(=O)C1(C)CCN1C(=O)C1(c2ccccc2)CC1 (stereo not drawn) | -1.6 | . | -0.9% | i | . | 14% | . | -4% | -13%
Cc1ccccc1OCC(=O)OCC(=O)Nc1ccc2c(c1)OCCO2 | 1.3 | 1% | 0.1% | i | ? | 8% | 3% | -2% | -23%
Cc1ccccc1CSc1nc2c([nH]c3ccccc32)c(=O)n1C | . | . | 0.4% | . | . | -10% | 3% | 0% | 5%
CCCCc1nnc2c(N(C)S(=O)(=O)c3ccc(C)cc3)nc3ccccc3n12 | -3.7 | -1% | 0.4% | i | 8% | 5% | 5% | 7% | -1%
CCOc1ccc(-c2cc3c(=O)n(Cc4nc(-c5ccccc5OCC)oc4C)ccn3n2)cc1Cl | . | . | 0.1% | . | 20% | 1% | -3% | -5% | -18%

Another view of some results above.
Values run as follows: CCT modulator | Mm-Cpn inhibitor | Nrf2 ARE act | Akt phos inh | Nrf2 block | TGFb SMAD3 inh | A549 viability | HepG2 tox | Abeta yeast res
CCOc1ccc(-c2cc3c(=O)n(Cc4nc(-c5ccccc5OCC)oc4C)ccn3n2)cc1Cl
  . | . | 0.1% | . | 20% | 1% | -3% | -5% | -18%
CC(NC(=O)COC(=O)c1ccccc1F)C1CC2CCC1C2 (stereo not drawn)
  0.6 | 1% | 0.3% | i | 9% | 11% | 0% | 8% | -15%
Cc1ccccc1CSc1nc2c([nH]c3ccccc32)c(=O)n1C
  . | . | 0.4% | . | . | -10% | 3% | 0% | 5%

High-throughput results (PubChem BioAssay)
